Mito fusion yeast – inhibitors of mitochondrial division or activators of mitochondrial fusion; 320,000 compounds, 0.23% hits; Potency, µM (doses to about 46.1 µM), without a hit: at the top dose growth rescue (activation), actives largely listed as activators; S. cerevisiae fusion-defective mutant growth rescue, CellTiterGlo 48 h;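 note: potency is the fitted concentration of half-maximal effect; % of control where 0% means no effect; nearly all actives have a fitted effect of over 45% in size; temperature-sensitive fusion mutants such as fzo1-1 at 37 °C on non-fermentable ethanol glycerol medium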
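Growth-rescue viability read-out: after 48 h at the non-permissive 37C in glycerol/ethanol YPEG, yeast mitochondrial fusion mutants are measured by CellTiterGlo luminescence; compounds (23 nl pinned per well) restoring growth score as division inhibitors or fusion activators.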
TCR activator – activates T cell receptor signaling; primary human leukocytes, anti-CD3, IL-2 HTRF, 48 h; Potency, µM (series often up to 9.22 µM), for the others: at the highest dose activation of IL-2 secretion, hits mostly activators; 330,000 tested, under 10 active; note: % of control where 0% means no effect
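Primary human leukocytes receive a-CD3 beads and test compound and are incubated 48 hr. Secreted IL-2 is then assayed by HTRF, measuring 665nm acceptor emission after 320nm excitation of the europium donor.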
BCR signal inh – chronic active BCR signaling inhibition. ABC-DLBCL IkBa-CBG/CBR reporter, luminescence ratio, 4 h. Potency, µM (titrated, usually from 46.1 µM), inactives show top-dose ratio change, negative = lower green/red ratio, actives largely listed as inhibitors. 340,000 compounds, 0.05% hits. AID 493014; active = well fitted inhibition curve with a large enough effect in the signal ratio, with a control signal flat, not every such curve was filed as active; inconclusive = small, poorly fitted or top-dose-only effect, or effect the other way, or a change in a side signal; the % refers to the signal ratio;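 note: potency is the fitted concentration of half-maximal effect; plate controls were basal doxycycline-induced cells for no effect and cells given 10 µM MG132 for full effect; MG132 reads +100%, hits lower the ratio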
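Doxycycline induced both beetle luciferases in TMD8 lymphoma cells; IKK-driven degradation limits the IkappaBalpha-fused green signal, while red luminescence normalises for cell number and nonspecific effects. Compounds tested up to 46 uM, 4 hrs.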
ELG1 repair inh – blocks ELG1-dependent DNA repair in HEK293T cells; HEK293T ELG1-luciferase reporter, luminescence, 16 h; DNA damage induced by 5-fluorouridine; Potency, µM (titrated, usually from 46.1 µM), without a hit: at the top dose activity change, negative = inhibition, hits mostly inhibitors; 330,000 compounds, 2.3% hits; AID 504467; note: potency is the fitted concentration of half-maximal effect; % is set by controls: 0 for no effect and ±100 for the full control effect; nearly all actives have a fitted effect of over 55% in size
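5-Fluorouridine DNA damage + compound/DMSO, 2,000 cells/well, 16 h, 37 °C/5% CO2. ONE-Glo, 30 min RT, luminescence. Readout = decrease in reporter signal.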
B2AR arrestin – beta2AR (human) beta-arrestin recruitment activity; P07550; beta-arrestin recruitment to beta2AR, cell-based reporter; Potency, µM (doses to about 46.1 µM), inactives show top-dose activation, actives largely listed as activators; 330,000 compounds, 0.02% hits; AID 492947;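 note: potency is the fitted concentration of half-maximal effect; 0% = DMSO controls and full agonism = EC100 isoproterenol or metaproterenol; nearly all actives have a fitted effect of over 65% in size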
PTAP TSG101 blk – blocks PTAP/TSG101 interaction to inhibit HIV-1 budding; Potency, µM (highest dose often 115 µM), without a hit: at the top dose activity change, negative = inhibition, most hits filed as inhibitors; Q99816; Fluorescence polarization, FITC-PTAP peptide / Tsg101 binding; 340,000 tested, under 10 active; active = well fitted inhibition curve with a large enough effect in the main read-out, with a control signal flat, not every such curve was filed as active; inconclusive = small, poorly fitted or top-dose-only effect, or effect the other way, or a change in a side signal; inactive = no such curve, though single readings can be large or run the other way; note: potency is the fitted concentration of half-maximal effect; % of control where 0% means no effect
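Fluorescence anisotropy tracks displacement of a FITC-tagged PTAP peptide (50 nM) from the Tsg101 binding domain (10 uM), following a 20 min room-temperature incubation at pH 7.5.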
uPA surface inh – cell surface uPA generation inhibition | cell surface uPA generation assay, qHTS | Potency, µM (doses to about 38.3 µM), without a hit: at the top dose activity change, negative = inhibition, hits mostly inhibitors | 330,000 compounds, 0.31% hits | AID 540303; active = well fitted inhibition curve with a large enough effect; inconclusive = small, poorly fitted or top-dose-only effect; inactive = no such curve, though single readings can be large or run the other way; tested in mouse RAW 264.7 cells; note: potency is the fitted concentration of half-maximal effect; % is set by controls: 0 for no effect and ±100 for the full control effect; nearly all actives have a fitted effect of over 55% in size
Eya2 phos inh – blocks the phosphatase activity of human Eya2. recombinant Eya2, OMFP fluorescence dephosphorylation (OMFP is methylfluorescein phosphate). Potency, µM (doses to about 76.9 µM), for inactives: top-dose activity, negative = inhibition, hits mostly inhibitors. 330,000 compounds, 0.006% hits. O00167; note: potency is the fitted concentration of half-maximal effect; % is set by controls: 0 for no effect and ±100 for the full control effect
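Eya2 (0.2 uM) preincubated 10 min at ambient with compound, then OMFP substrate added at 50 uM; 10 min reaction in 50 mM HEPES pH 7.5, 50 mM NaCl, 5 uM MgCl2, 0.05% BSA, 1 mM DTT. Fluorescence read at Ex 485/Em 525 nm.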
USP2a block – USP2a (human) protease inhibition. USP2 core, Ub-CHOP2 coupled fluorogenic reporter, 485/531. AID 463254. 330,000 compounds, 0.01% hits. Potency, µM (titrated, usually from 38.3 µM), for the others: at the top dose activity change, negative = inhibition, usual class: inhibitors;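 note: potency is the fitted concentration of half-maximal effect; plate controls were DMSO wells for no effect and full inhibition by NEM control for full effect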
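Cell-free coupled assay: 10nM USP2 core preincubated 30min RT with compound in Tris-HCl pH 8.0/CaCl2/CHAPS buffer, then 25nM Ub-CHOP2 and 25nM reporter substrate; fluorescence (Ex 485/Em 531) read after 60min RT, normalized to NEM inhibition, concentration-response curves fitted.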
TSHR antagonist – antagonists of human thyroid stimulating hormone receptor. TSHR-expressing cells, TSH-stimulated cAMP HTRF, 2 h; stronger effect = lower value. P16473. activity change, negative = inhibition, % at 11.5 µM. 330,000 compounds, 0.2% hits. AID 504810;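 active = activity change below a set negative limit, meaning inhibition stronger than a set level, cut at about -70% in these data; inconclusive = activity change between two set negative limits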; note: % is set by controls: 0 for no effect and ±100 for the full control effect
Target sequence (P16473 whole entry, looked up): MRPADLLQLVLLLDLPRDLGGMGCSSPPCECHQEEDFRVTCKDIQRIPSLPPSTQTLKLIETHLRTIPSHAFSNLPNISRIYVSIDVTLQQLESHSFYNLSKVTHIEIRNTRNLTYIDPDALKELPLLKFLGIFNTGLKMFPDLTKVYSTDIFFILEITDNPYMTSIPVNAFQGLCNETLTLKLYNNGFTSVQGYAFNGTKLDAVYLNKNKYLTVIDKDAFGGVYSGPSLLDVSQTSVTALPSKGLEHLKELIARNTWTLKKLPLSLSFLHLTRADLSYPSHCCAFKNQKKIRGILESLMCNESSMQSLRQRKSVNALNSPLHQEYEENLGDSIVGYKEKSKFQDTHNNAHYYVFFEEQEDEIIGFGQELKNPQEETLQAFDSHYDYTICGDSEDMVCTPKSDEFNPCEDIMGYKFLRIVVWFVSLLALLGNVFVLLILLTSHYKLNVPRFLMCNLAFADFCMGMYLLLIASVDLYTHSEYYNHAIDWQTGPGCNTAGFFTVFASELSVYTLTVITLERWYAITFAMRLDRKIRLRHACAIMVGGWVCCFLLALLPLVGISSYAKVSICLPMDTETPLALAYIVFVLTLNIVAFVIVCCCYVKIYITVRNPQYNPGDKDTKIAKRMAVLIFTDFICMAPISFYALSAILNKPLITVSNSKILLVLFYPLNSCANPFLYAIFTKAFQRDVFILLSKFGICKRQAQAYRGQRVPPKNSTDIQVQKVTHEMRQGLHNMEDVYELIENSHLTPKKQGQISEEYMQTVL
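Freshly harvested TSHR cells receive pin-tooled compound, then EC80 TSH at 4nM final. After 2 hours at 37 deg C, antibody in lysis buffer and cAMP-d2 are added; 30 minutes at ambient temperature precede the HTRF read.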
Tb PFK inh – inhibitors of T. brucei phosphofructokinase; O15648; 330,000 compounds, 0.17% hits; Potency, µM (top dose mostly 57.5 µM), for inactives: at the top dose activity, negative = inhibition, hits mostly inhibitors; T. brucei PFK, ADP-Glo luminescence;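 note: potency is the fitted concentration of half-maximal effect; 0% = uninhibited 1x PFK enzyme wells and -100% = no-enzyme wells; nearly all actives have a fitted effect of over 60% in size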
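In TEA buffer at pH 8.0 with 5 mM MgCl2, enzyme (1.25 nM) converted F6P (0.5 mM) and ATP (0.1 mM) for 45 min at room temperature. ADP product was read by luciferase luminescence.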
* marks the source's active call; other numbers are inactive results; u = inconclusive; x = not tested or not shown; [ ] = another dose, or the depositor's remark. Unless noted, calls come from the whole dose curve; as a rule, active = well fitted curve in the direction sought with a large enough effect; inconclusive = small, poorly fitted or top-dose-only effect, or another doubt; inactive = no such curve, though single readings can be large; an effect the other way counts as inactive or inconclusive.

entry	Molecule	Mito fusion yeast	TCR activator	BCR signal inh	ELG1 repair inh	B2AR arrestin	PTAP TSG101 blk	uPA surface inh	Eya2 phos inh	USP2a block	TSHR antagonist	Tb PFK inh
1	CCOC(=O)C1=C(C)N(CCCCCC(=O)O)C(=O)NC1c1cccc([N+](=O)[O-])c1 (configuration not stated)	1%	5%	-8%	31%	0.4%	-1%	17%	9%	-1%	-12	-4%
2	Cc1ccc(C)c(N2C(=N)S/C(=C\c3ccc(-c4ccccc4C(=O)O)o3)C2=O)c1	u	-3%	u	6%	0.1%	0%	0%	13%	1%	5	3%
3	CCn1c(SCC(=O)Nc2ccc3c(c2)OCCO3)nnc1-c1ccncc1	0%	-3%	-9%	u	-1.3%	0%	6%	-4%	2%	2	0%
4	Cc1cccc(Nc2nc(-c3ccc(O)cc3O)cs2)n1	-7%	-1%	u	u	-0.3%	-1%	5%	-21%	-17%	39	3%
5	COCc1cc(=O)n2c(-c3ccccc3OC)n[nH]c2n1	1%	3%	u	0%	-0.1%	-4%	12%	-10%	2%	-5	0%
6	O=C(NCc1ccncc1)c1cncc(Br)c1	-4%	-2%	5%	0%	0.4%	-9%	3%	-2%	1%	-13	u
7	CCOc1ccc2noc3c2c1C(=O)c1ccccc1-3	0%	2%	14%	u	0.0%	-1%	25%	u	u	-4	-4%
8	COc1ccccc1C/C(N)=N/OC(=O)c1cccc([N+](=O)[O-])c1	-17%	-1%	u	0%	-1.0%	1%	-2%	8%	-1%	1	0%
9	Cc1ccc(OCC(O)CN2C(=O)NC(C)(C)C2=O)cc1C (configuration not stated)	-8%	2%	3%	12%	-0.4%	2%	14%	-2%	5%	-7	-4%
10	CC1CC(=O)N(c2ccc(N(C)Cc3ccccc3)c([N+](=O)[O-])c2)C1=O (configuration not stated)	14%	-5%	14%	1%	-0.3%	-3%	0%	0%	-2%	7	-6%
11	Cc1cc(C)c(S(=O)(=O)N(C)CC(=O)NCc2ccccn2)c(C)c1	-1%	3%	-26%	5%	-0.1%	-1%	0%	4%	-3%	31	-3%
12	CCOc1ccc(Br)cc1S(=O)(=O)Nc1ccccc1N1CCOCC1	9%	7%	-1%	u	0.3%	-6%	4%	-5%	-10%	-15	-4%
13	CC1=C(C)CC2C(=O)N(c3cccc4ccccc34)C(=O)C2C1 (configuration not stated)	-3%	8%	-4%	1%	-0.4%	-6%	6%	-31%	0%	-2	0%
14	COc1ccc(C(C)=O)cc1COC(=O)CSC(C)C(=O)Nc1cc(C)on1 (configuration not stated)	7%	-1%	u	16%	-0.6%	0%	5%	-4%	-1%	2	-3%
15	O=C1NC(c2ccccc2Br)=N/C1=C\c1ccco1	-4%	3%	-1%	u	-0.5%	-6%	-4%	0%	-5%	5	0%
16	CC(C)(C)n1nnnc1C(c1cccc(C#N)c1)N1CCCc2ccccc21 (configuration not stated)	-13%	0%	1%	1%	-0.8%	-8%	2%	-14%	1%	19	-4%
17	CCCC(C)NNC(=O)c1cc2ccccc2[nH]1 (configuration not stated)	1%	-2%	u	3%	-0.4%	-12%	x	-15%	1%	-2	-6%
18	CS(=O)(=O)N(CC(=O)Nc1c(F)cccc1F)c1cccc([N+](=O)[O-])c1	3%	4%	-9%	10%	-0.1%	0%	-1%	-2%	1%	-9	-1%
19	Oc1ccc(N=Nc2ccc3ccccc3c2)cc1	-28%	12%	u	u	-0.4%	1%	u	11%	-7%	-10	2%
20	O=C(CSc1nccn1-c1ccc(F)cc1)NCc1ccc2c(c1)OCO2	6%	-7%	4%	-1%	-0.3%	-3%	14%	-15%	0%	-4	0%
21	Cc1ccc(C)c(-n2c3nc(=O)n(C)c(=O)c-3cc3ccccc32)c1	-3%	-53%	5%	0%	-0.3%	-4%	10%	4%	0%	-5	1%
22	CCOC(=O)C(=O)NNc1ccc(C)cc1	-20%	2%[46.1 µM]	15%	23%	-0.3%	-2%	1%	-17%	3%	6	-7%
23	O=Cc1sc(N2CCOCC2)nc1-c1ccccc1	-3%	x	-6%	u	0.5%	x	x	8%	2%	1	-1%
24	COc1ccc(CC(=O)Nc2ccccc2N2CCCCC2)cc1OC	5%	0%	2%	u	-0.6%	0%	0%	-12%	1%	9	1%
25	O=C(CCn1cnc(-c2ccccc2)c1-c1ccccc1)N/N=C/c1ccccc1O	-4%	2%[46.1 µM]	u	-12%	-0.5%	-11%	u	6%	0%	-7	4%
26	Cc1ccc(NC(=O)c2nc[nH]c2C(=O)NCc2ccccc2)cc1	0%	4%	11%	-25%	0.1%	2%	-11%	-12%	2%	-31	-4%
27	CCCCCOC(=O)c1c(N)n(CCOC)c2nc3ccccc3nc12	8%	-6%	u	-28%	0.2%	-3%	8%	-19%	0%	-32	1%
28	c1ccc(-c2nnc(SCC3CCCO3)nc2-c2ccccc2)cc1 (configuration not stated)	12%	-1%	24%	u	-1.0%	-6%	8%	0%	-3%	-15	-4%
29	CCOC(=O)c1[nH]c(C)c(C(=O)N(C)C)c1C	5%	0%	u	-10%	-0.7%	-1%	x	3%	0%	19	0%
30	Cc1nnc(SCC(=O)Nc2cccc(C(F)(F)F)c2)n1Cc1ccco1	4%	-4%	u	-18%	0.0%	-4%	1%	-1%	-5%	31	-5%
31	O=CN1CCN(C(=O)Cc2ccc([N+](=O)[O-])cc2)CC1	-5%	2%[46.1 µM]	-2%	-4%	0.2%	-3%	4%	3%	1%	-2	-21%
32	CC(=O)Cc1nsc(Nc2ccccc2)n1	-3%	7%	-13%	u	-1.5%	-4%	-2%	23%	6%	-6	1%
33	COc1ccc2occ(C(=O)c3coc4ccc(O)c(CN(C)C)c34)c2c1	-3%	0%	u	u	3.0%	-5%	4%	-1%	1%	-7	2%
34	Cc1cc(OC(C)C(=O)NCC2CCC(C(=O)O)CC2)c2c(C)c(Cc3ccccc3)c(=O)oc2c1 (configuration not stated)	-1%	14%	-1%	0%	-1.1%	0%	-3%	14%	3%	-16	u
35	CN1CCN(c2ccccc2NC(=S)NC(=O)c2cc3ccccc3o2)CC1	4%	0%	u	11%	-0.4%	-1%	-3%	11%	-7%	28	-1%
36	COc1ccc(NC(=O)C2CCN(C(=O)c3ccco3)CC2)c(OC)c1	-1%	-9%	3%	9%	-0.1%	1%	-1%	u	3%	1	0%
37	CCOC(=O)c1sc(=S)n(-c2cccc(OC)c2)c1N	-1%	4%	-19%	17%	-1.1%	-5%	x	2%	-1%	-4	-1%
38	COc1ccc(CCNC(=O)Cc2ccccc2)cc1OC	-1%	-1%	-1%	10%	0.6%	-3%	3%	-12%	2%	-2	0%
39	CC(C)C[C@H](NC(=O)N1CCn2c1nc1ccccc12)C(=O)N[C@H](Cc1ccccc1)C(=O)O	-1%	-3%	8%	17%	3.2%	-5%	4%	11%	1%	8	-2%
40	CCOc1cc(C(=O)Nc2cc(=O)n(C)c(=O)n2C)cc(OCC)c1OCC	-1%	14%	u	2%	0.0%	0%	4%	1%	1%	1	-1%
41	CCNS(=O)(=O)c1cc(OC)ccc1OC	-1%	2%	1%	7%	-3.6%	-2%	-3%	-22%	6%	-6	4%
42	O=C(Nc1ccc(N2CCCC2)cc1)C(c1ccccc1)c1ccccc1	1%	-5%	1%	5%	-0.9%	-3%	1%	-8%	u	0	3%
43	CCOC(=O)c1c(NC(=O)CN2CCN(C)CC2)sc(C(=O)Nc2ccccc2)c1C	-2%	2%	u	u	-1.0%	-3%	-1%	-16%	2%	-6	2%
44	S=c1[nH]nc(-c2cccs2)n1/N=C/c1cn(-c2ccccc2)nc1-c1cccs1	0%	3%	u	u	-0.5%	-1%	-5%	-11%	-4%	-6	0%
45	C=CCNCCCCOc1ccccc1-c1ccccc1	-14%	-2%[46.1 µM]	u	-9%	-0.3%	-2%	8%	6%	-3%	7	-7%
46	CCOc1ccc(C(=O)NCC(=O)N2CCC3(CC2)NCCc2[nH]cnc23)cc1	-5%	-4%	-2%	18%	0.1%	0%	4%	5%	3%	3	0%
47	CCN(CC)c1ccc(/C=N/NC(=O)c2cc(C)nc3ccccc23)cc1	-3%	-2%	u	0%	0.1%	-1%	-10%	6%	-1%	9	-1%
